# CHO-K1 Ca PAM = nonselective activator or artifact in parental CHO-K1 calcium assay; ATP EC20, Fluo-8 calcium fluorescence; 0% at ATP EC20, 100% at ATP max; activation, % at 3 µM; 360,000 compounds, 0.02% hits;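 active = activation above the run cutoff, the mean activation of all test compounds plus 3 SD, cut at about 40% in these data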;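 note: peak over basal fluorescence ratio in a 140 s read after ATP addition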
# OXTR potentiator = potentiates the human oxytocin receptor response. AID 2445. P30559. activation, % at 3 µM. CHO-OTR cells, Fluo-8 calcium fluorescence, potentiator mode; 0% = oxytocin EC15, 100% = EC100. 320,000 compounds, 0.061% hits;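 active = activation above that plate's cutoff, the mean activation of tested compounds plus 3 SD, cut at about 6.6% in these data, passing the limit was not always enough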;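 note: 100% uses oxytocin at 75 nM as the full agonist control; some results filed as inactive read as strong as hits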
#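 Replication – single well per compound, singlicate · Assay system – CHO cell line stably expressing human OTR · Timing – 6 min pre-incubation, 100 s read · Measure – normalized max/min fluorescence ratio, % activation · Doses – 3.0 µM, one dose · Detection – Fluo-8 calcium dye fluorescence · Probe or stimulus – oxytocin near EC15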
# V1aR counter = V1a receptor agonism, counter-screen for OXTR agonists; P37288; CHO-V1R cells, Fluo-8 calcium fluorescence, agonist mode; 0% DMSO, 100% 3 nM vasopressin; activation, % at 3 µM; 320,000 compounds, 0.25% hits; AID 2797;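 active = activation above the mean activation of all tested compounds plus 3 SD, per screening run, cut at about 20% in these data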;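 note: signal is peak over basal fluorescence ratio across a 100 second FLIPR read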
# Target sequence (P37288 whole entry, looked up): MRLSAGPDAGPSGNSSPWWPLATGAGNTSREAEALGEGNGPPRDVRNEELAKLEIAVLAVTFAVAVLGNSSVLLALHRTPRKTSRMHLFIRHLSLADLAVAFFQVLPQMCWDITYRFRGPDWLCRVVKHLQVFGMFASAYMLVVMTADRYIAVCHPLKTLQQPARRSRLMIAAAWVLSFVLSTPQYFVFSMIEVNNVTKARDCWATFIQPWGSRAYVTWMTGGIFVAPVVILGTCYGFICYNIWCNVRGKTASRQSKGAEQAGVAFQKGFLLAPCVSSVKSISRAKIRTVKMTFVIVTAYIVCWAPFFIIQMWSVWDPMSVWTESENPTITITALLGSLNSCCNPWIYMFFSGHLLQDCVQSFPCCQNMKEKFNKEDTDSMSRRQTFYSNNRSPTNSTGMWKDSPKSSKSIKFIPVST
# CHO parental Ca = counter-screen for OX1R antagonists: effect in parental CHO cells. inhibition, % at 5.6 µM. parental CHO-K1, ATP-induced calcium, Fluo-8 fluorescence. 330,000 compounds, 0.63% hits;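 active = inhibition above that plate's mean sample inhibition plus 3 SD, cut at about 26% in these data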;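 note: 0% = ATP-challenged DMSO wells and 100% = DMSO wells without ATP; some compounds past the cut are filed as inactive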
#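 Assay system: untransfected parental CHO cell line. Also added: ATP agonist challenge. Dosing: one dose, 5.6 µM nominal. Measured by: Fluo-8 fluorescence. Read-out: % inhibition. Benchmarks: ATP wells versus no-ATP DMSO wells. Repeats: no replicates.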
# CHO-K1 Ca antag = counter-screen for M1 antagonists: effect in parental CHO-K1 cells | ATP-induced calcium, Fluo-8 fluorescence | inhibition, % at 3 µM | 360,000 compounds, 0.6% hits | AID 602250;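 active = inhibition above a per-plate cutoff, the plate's mean sample inhibition plus 3 SD, cut at about 24% in these data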;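 note: 0% = DMSO plus EC80 ATP and 100% = DMSO alone without ATP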
# M1 ag parental = M1 agonist counterscreen hit in parental CHO-K1 cells; Fluo-8 calcium fluorescence; scaled to maximal ATP response, vehicle zero; 360,000 compounds, 0.48% hits; AID 602248; activation, % at 3 µM; in the data active = activation above about 15%;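 note: untransfected CHO-K1 host cells lacking M1 receptor as counterscreen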
# OXTR ag = agonists of human oxytocin receptor. activation, % at 3 µM. 320,000 compounds, 0.32% hits. AID 2435. P30559. CHO-OTR cells, Fluo-8 calcium fluorescence; normalized: DMSO 0%, oxytocin 100%;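 active = activation above the mean of all tested compounds plus 3 SD, cutoff set per screening run, cut at about 20% in these data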;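 note: peak over basal fluorescence ratio from a 100 s FLIPR kinetic read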
# TAAR1 antag = antagonists of human TAAR1. Q96RJ0. CHO RD-HGA16 TAAR1, Fluo-8 calcium fluorescence, antagonist. inhibition, % at 3 µM. 360,000 compounds, 1.5% hits. AID 624466;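 active = inhibition above a per-plate cutoff, the mean inhibition of test compounds on that plate plus 3 SD, cut at about 49% in these data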;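 note: 0% = DMSO plus EC80 beta-PEA response and 100% = DMSO alone without agonist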
# Target sequence (Q96RJ0 whole entry, looked up): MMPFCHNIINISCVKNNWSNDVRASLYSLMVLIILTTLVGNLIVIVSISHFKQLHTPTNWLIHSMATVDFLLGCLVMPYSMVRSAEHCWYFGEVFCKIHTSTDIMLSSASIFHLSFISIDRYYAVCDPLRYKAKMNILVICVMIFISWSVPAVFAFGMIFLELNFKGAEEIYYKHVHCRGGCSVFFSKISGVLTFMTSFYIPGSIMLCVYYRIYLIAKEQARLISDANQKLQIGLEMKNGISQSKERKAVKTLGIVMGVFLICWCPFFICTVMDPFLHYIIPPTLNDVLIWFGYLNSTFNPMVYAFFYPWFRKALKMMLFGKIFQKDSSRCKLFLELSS
#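 System: RD-HGA16 CHO cells with stable hTAAR1 and Gα16 | Probe or stimulus: EC80 β-phenethylamine stimulus | Dosing: 3 µM, single point | Times: Dye loading 75 min at 37 °C, then 30 min room temperature | Measured by: Fluo-8 calcium-sensitive fluorescence | Read-out basis: % inhibition of agonist calcium response | Replicates: n of 1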
# GPR7 antagonist = blocks human GPR7 receptor signaling; P48145; GPR7-expressing cells, fluorescence antagonist assay; inhibition, % at 4.4 µM; 290,000 compounds, 1.1% hits; AID 1861; in the data active = inhibition above about 16%, passing the limit was not always enough;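 note: cells stimulated with the agonist NPW; 0% = agonist with vehicle and 100% = vehicle without agonist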
# * = called active by the depositor; / = not tested or not shown; & = joins results of further samples.
# The line under a structure holds: CHO-K1 Ca PAM	OXTR potentiator	V1aR counter	CHO parental Ca	CHO-K1 Ca antag	M1 ag parental	OXTR ag	TAAR1 antag	GPR7 antagonist
1: COC(=O)c1ccc(N2CC3CNC(=O)C2(C(=O)OC)N3C)cc1 (stereo not drawn)
    20.4&21.3	-0.8&-4.2	1.7&0.6	1.3&-1.5	-11.4&-13.9	1.4&0.5	1.1&-0.4	5.4&13.7	/
2: Cc1cc2oc(=O)cc(CN(C)Cc3ccc(OC(F)F)cc3)c2cc1Cl
    6.7	-10.5	-0.4	-7.6	9.8	0.9	-1.5	23.2	20.4
3: NC(=O)Cc1ccc(C(=O)c2ccccc2F)s1
    -9.2	-2.9	0.8	-13.6	25.3*	0.1	0.8	-5.9	-13.2
4: Cc1cccc(NC(=S)NCCc2ccccc2)n1
    9.6	-2.0	-1.3	-12.4	-15.1	-0.5	-3.0	-9.3	-13.3
5: CC(C)(C)S(=O)N1Cc2cc(=O)n(Cc3ccccc3)c(CCO)c2[C@@H]1CCO (stereo partly drawn)
    11.9	/	/	/	-7.2	0.3	/	-18.3	/
6: COC(=O)/C(C(C)=O)=C(\C=C\N(C)C)N(C)C
    8.6	-4.9	1.9	-2.0	-11.3	0.0	0.9	5.2	-3.0
7: O=C(CCCn1nnc(-c2cccnc2)n1)c1ccc(F)cc1
    3.4	-8.1	1.5	-4.0	-3.3	2.8	2.9	-6.9	-7.0
8: COc1ccc(Cl)c(N2CCN(CCCNC(=O)Nc3ccc(C)cc3)CC2)c1
    12.2	-19.0	3.5	-5.6	-9.3	1.5	9.9	-3.1	31.3*
9: CC1CCCN(CC(=O)Nc2cccc([N+](=O)[O-])c2)C1 (stereo not drawn)
    17.7	0.2	0.6	-5.5	-2.5	0.3	1.4	-1.2	1.9
10: O=C(Nc1ccc2c(c1)OCCO2)c1ccc(Cl)cc1
    -19.8	-1.2	0.3	-1.1	18.4	0.2	-1.2	10.5	-6.0
11: CCn1c(SCC(=O)N2CCCC2)nc2ccccc21
    -20.6	-5.5	-0.8	-17.9	9.7	-0.5	-0.2	1.2	1.2
12: O=C(CN1CCN(C(=O)CNC(=O)c2ccc(N3CCCC3=O)cc2)CC1)Nc1cccc(F)c1
    -14.3	/	/	/	7.1	-0.4	/	-19.4	/
13: NC(=O)c1cc(S(=O)(=O)N2CCCC2)ccc1OCCOc1ccccc1
    10.2	-4.3	1.0	-16.9	-13.3	2.2	-0.1	-4.6	/
14: O=C(NCc1ccc(F)cc1)C1CC(=O)N(C2CCCCCCC2)C1 (stereo not drawn)
    1.4	-7.9	3.7	-9.7	-4.8	1.0	2.1	-7.5	5.4
15: O=C(NCCCc1ccccc1)Nc1cccc(Cl)c1
    -3.1	-7.8	6.9	8.5	1.8	9.5	3.3	27.4	5.5
16: O=C(CN1CCOCC1)Nc1ccc(Cl)c(Cl)c1
    9.5	-10.4	2.4	4.2	1.2	0.8	-0.1	/	2.0
17: CCNC(=O)/C=C1\NC(C)(C)Cc2c1ccc1ccccc21
    -8.9	-8.2	-1.1	-16.9	0.1	-0.9	-1.3	-14.9	-12.0
18: Cc1nnc(NC(=O)c2cccc(S(=O)(=O)N3CCCC3)c2)s1
    15.9	5.9	0.5	6.5	-12.0	0.8	0.6	-2.0	-4.9
19: CCOc1ccccc1N1CCN(CC(=O)Nc2nccs2)CC1
    20.7	/	/	/	-11.9	1.3	/	1.2	/
20: CN(Cc1ccc(Cl)cc1)C(C(=O)NC1CCCCC1)c1cc2ccccc2o1 (stereo not drawn)
    -7.5	/	/	/	5.4	-0.2	/	-14.0	/
21: CC(=O)c1cccc(NC(=O)CCS(=O)(=O)c2ccc(Br)s2)c1
    8.7	2.5	-0.1	-11.6	-5.5	1.4	-0.3	-17.5	-4.7
22: CCOC(=O)c1c(C)nc(C)c(C(=O)OCC)c1-c1cccnc1
    1.1	-8.7	-0.2	-3.8	-9.1	0.8	-2.1	-7.2	-11.7
23: O=C(NC1CCCN(C2Cc3ccccc3C2)C1)c1ccc(F)cc1Cl (stereo not drawn)
    -10.1	-2.2	0.6	-27.0	-5.0	-0.1	0.1	-16.8	-8.4
24: O=C(NNC(=O)c1ccccc1F)c1ccc(S(=O)(=O)N2CCCCC2)cc1
    -8.5	-1.3	1.2	-17.1	2.1	0.0	1.3	3.6	/
25: Cc1ccc(C(=O)NNC(=O)CSc2nnc(-c3ccncc3)n2C)cc1
    4.6	0.9	1.4	-0.2	8.0	-0.1	2.0	-2.7	-9.9
26: COc1cc(C2C3=C(CCCC3=O)Nc3[nH]n(-c4ccccc4)c(=O)c32)ccc1O (stereo not drawn)
    -6.5	-3.0	-0.1	0.0	9.4	-0.5	-1.0	4.9	6.9
27: CCNC(=O)OCC(CC)NC(=O)OCC(C)C (stereo not drawn)
    16.8	-1.6	0.8	-2.8	-3.8	0.3	0.4	-9.3	-3.1
28: O=C(CNC(=O)c1ccc(Br)o1)NCc1ccccc1
    5.5	-6.7	-0.3	-0.1	-7.3	-0.2	-0.6	-13.0	-14.3
29: Cc1nonc1CC(=O)N1CCCC(C(=O)c2cccc(C(F)(F)F)c2)C1 (stereo not drawn)
    0.7	1.4	1.4	12.0	-0.9	0.9	0.4	-17.9	-10.8
30: CCC(=O)c1cn(CC(=O)Nc2cccc(OC)c2)c2ccccc12
    6.9	-8.0	2.6	-7.7	7.3	0.0	0.6	-19.6	11.4
31: Clc1cccc(-c2nc3ccc(Cl)cn3c2Cc2ccccc2)c1
    25.3	/	/	/	-24.0	0.0	/	-3.7	/
32: S=C(NCCc1ccccc1)Nc1ccc(Cl)cc1Cl
    7.7	-27.0	2.7	-6.7	4.0	5.7	0.5	24.6	-0.9
33: COc1ccccc1N1CCN(C2CCN(S(=O)(=O)c3ccc(C)cc3)CC2)CC1
    18.8	-0.1	-1.4	-12.8	-17.7	-0.4	-0.5	-1.6	9.6
34: COc1ccc(CNC(=O)CSCc2cnn(-c3ccccc3)c2-n2cccc2)cc1
    -5.4	-7.4	-0.7	-16.6	0.4	0.2	0.2	-1.2	0.7
35: COc1ccc(Cc2noc(CN3CCNC(=O)CC3)n2)cc1OC
    12.7	1.0	0.2	-4.7	-11.2	0.6	0.2	-4.8	-6.9
36: CCOC(=O)C1CCN(C(=O)c2ccc(Cl)c(NC3=NC4CS(=O)(=O)CC4S3)c2)CC1 (stereo not drawn)
    21.4	0.8	-0.3	-6.3	-3.1	0.8	0.3	-2.1	-7.6
37: COc1ccc(CNC(=O)[C@H](Cc2ccccc2)NC(=O)C2CCNCC2)cc1
    -6.3	3.4	0.2	-2.7	10.3	0.1	-0.7	-9.6	-7.2
38: COc1ccc(CN(C)CC(O)COc2ccc(C(=O)c3ccccc3)cc2)c(OC)c1OC (stereo not drawn)
    -29.1	-12.3	3.3	-19.7	3.4	10.8	3.7	2.0	16.2
39: Cc1ccc(NC(=O)C/C(N)=N/OC(=O)Nc2cccc(Cl)c2)cc1
    0.7	-4.2	1.9	-12.7	-6.6	1.0	3.6	4.0	/
40: Cc1cc(C)c(-c2csc(NC(=O)COC(=O)c3ccc4c(c3)OCO4)n2)c(C)c1
    12.7	-7.8	-0.4	-7.0	-8.8	1.0	0.5	-0.6	-3.8
41: Clc1ccc(Nc2nc(C3CC3)cs2)cc1
    11.4	-3.3	-0.8	0.3	-3.7	0.3	-1.4	-7.4	-16.3
42: C/C(Cl)=C\Cn1c(N2CCCC2)nc2c1c(=O)[nH]c(=O)n2C
    11.1	-7.5	-0.5	-11.4	-2.4	-0.2	-0.9	10.1	-9.4
43: COCCCN(C(=O)c1ccccc1)c1nc(-c2ccc(OC)cc2)cs1
    13.5	/	/	/	-1.8	0.6	/	-5.6	-22.2
44: COCc1c(C(=O)N/N=C\c2cccs2)nnn1-c1nonc1N
    6.2	1.8	1.9	-6.3	-13.6	2.3	1.5	-13.4	-17.4
45: CS(=O)(=O)N1CCC(C(=O)Nc2ccc(C(F)(F)F)cc2)CC1
    18.4	-1.2	1.9	3.6	-10.0	2.0	0.9	13.1	-13.6
46: O=C(CN(c1cc(Cl)ccc1Cl)S(=O)(=O)c1ccccc1)N1CCOCC1
    6.8	-8.4	-0.7	-22.8	-7.1	1.7	-0.7	-11.5	4.6
47: Cc1nc2ccc(NC(=O)N3CCC(c4ccccc4)C3)cc2nc1C (stereo not drawn)
    14.4	-1.4	-0.6	-2.4	-13.7	0.8	-1.2	-3.0	-1.3
48: Cc1ccccc1Nc1nnc(SCC(=O)NC(=O)NCc2ccco2)s1
    -6.7	-10.1	0.1	-0.6	3.5	-0.3	-2.3	4.8	-1.1
49: O=C(CSc1nc2ccccc2o1)Nc1nc(-c2ccccc2)cs1
    9.7	-4.8	1.6	-20.2	6.8	2.2	-0.3	-7.3	-3.8
50: COCCn1c(C)cc(C(=O)COC(=O)c2ccc3ncsc3c2)c1C
    7.1	-15.8	7.5	-9.8	0.3	2.4	6.9	0.2	-6.5
51: CCO[C@@H]1OC(C(=O)Nc2ccccc2)=C[C@H](c2csc3ccccc23)[C@H]1CCCO
    10.2	-20.2	2.7	0.7	-5.9	6.9	3.7	33.4	23.4
52: COc1ccc(C(=O)c2nc3c(n2O)CCCCC3)cc1
    0.2	-3.5	-0.3	-20.6	-0.5	0.6	-0.4	-9.6	-6.0
53: N#Cc1ccc(S(=O)(=O)N2CCC(N3CCCCC3)CC2)cc1
    8.1	-8.1	-0.9	-11.3	-6.4	0.4	0.2	-20.7	-7.7
54: O=C(CN1CCS(=O)(=O)CC1)NNC(=O)C1CCCCC1
    4.2	-23.1	-0.3	-4.1	-16.1	0.9	1.0	2.5	-4.1
55: Cc1nc([N+](=O)[O-])c(Br)n1CC(=O)c1ccc(F)cc1
    13.8	/	/	/	-7.0	10.6	/	-18.1	-3.5
56: CC(C)(C)[C@@H]1CCC(=O)N(CC[C@H](Sc2ccccc2)c2ccccc2)CC1
    19.4	-14.1	1.0	-3.9	-26.4	1.0	1.0	41.6	-3.9
57: C(=C\c1ccccc1)/C=N/N1CCN(Cc2ccccc2)CC1
    7.0	-4.2	-0.9	9.5	2.3	0.2	-2.0	1.2	-2.4
58: O=C(COC(=O)c1ccc2ccccc2n1)NCc1ccccc1
    24.3	-11.0	3.9	-31.4	-10.5	0.3	1.9	-11.1	18.5
59: CS(=O)(=O)c1ccc2nc(NC(=O)c3cc([N+](=O)[O-])cc([N+](=O)[O-])c3)sc2c1
    15.7	-11.3	0.2	-2.5	-10.9	1.5	0.4	-6.0	-13.7
